Tau ThT inhib – qHTS for Inhibitors of Tau Fibril Formation, Thioflavin T Binding; 270,000 compounds, 2.1% hits; Microtubule-associated protein tau (Homo sapiens), P10636; recombinant tau K18 P301L, heparin-induced fibrillization, ThT fluorescence; Potency, µM (titrated, usually from 57.4 µM), without a hit: at the top dose activity, negative = inhibition, most hits filed as inhibitors; further: nearly all actives have a fitted effect of over 55% in size
Target sequence (P10636 561-689 P618L limits assumed): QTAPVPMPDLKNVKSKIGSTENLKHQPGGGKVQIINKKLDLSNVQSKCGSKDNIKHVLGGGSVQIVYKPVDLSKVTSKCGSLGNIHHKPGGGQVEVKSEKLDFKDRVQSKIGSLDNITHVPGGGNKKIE
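Aggregation was driven by heparin (20 uM final) acting on recombinant tau […] bearing P301L in 100 mM sodium acetate pH 7; fibrils were detected with Thioflavin T.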
TRb SRC2 PPI – qHTS for Inhibitors of the Interaction of Thyroid Hormone Receptor and Steroid Receptor Coregulator 2; Thyroid hormone receptor beta (Homo sapiens), P10828; 280,000 compounds, 0.065% hits; Potency, µM (titrated, usually from 106 µM), without a hit: at the highest dose activity change, negative = inhibition, hits mostly inhibitors; TRbeta-SRC2 peptide binding, fluorescence polarization; receptor liganded with 1 µM T3;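 further: plate controls were bound peptide for no effect and peptide without receptor for full effect; nearly all actives have a fitted effect of over 50% in size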
Target sequence (P10828 whole entry, looked up): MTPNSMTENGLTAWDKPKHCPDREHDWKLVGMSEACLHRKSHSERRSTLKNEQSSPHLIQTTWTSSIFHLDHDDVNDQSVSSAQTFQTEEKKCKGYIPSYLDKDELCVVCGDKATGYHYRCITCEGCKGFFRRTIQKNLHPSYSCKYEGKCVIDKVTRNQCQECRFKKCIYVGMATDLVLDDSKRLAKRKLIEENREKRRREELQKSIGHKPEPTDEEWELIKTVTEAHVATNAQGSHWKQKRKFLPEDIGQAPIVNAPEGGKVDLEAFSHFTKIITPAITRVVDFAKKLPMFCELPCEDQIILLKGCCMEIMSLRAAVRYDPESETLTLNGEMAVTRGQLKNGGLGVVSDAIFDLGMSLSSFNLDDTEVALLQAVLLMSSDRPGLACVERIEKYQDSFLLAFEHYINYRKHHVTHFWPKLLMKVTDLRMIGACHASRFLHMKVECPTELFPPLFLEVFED
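Polarization signal, normalized between peptide-alone and full complex controls, measured compound effects on T3-liganded human TRb LBD (0.6 uM) binding 20 nM Texas Red SRC2 peptide after 5 hr.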
Tau FP inhib – qHTS for Inhibitors of Tau Fibril Formation, Fluorescence Polarization. K18 P301L tau heparin fibrillization, Alexa594 FP, 6 h. Microtubule-associated protein tau (Homo sapiens), P10636. Potency, µM (series often up to 57.7 µM), without a hit: at the highest dose activity, negative = inhibition, most hits filed as inhibitors. 280,000 compounds, 0.39% hits; further: nearly all actives have a fitted effect of over 55% in size
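Human K18 P301L fragment (15 uM unlabeled plus 0.24 uM Alexa 594-labeled) in 100 mM sodium acetate pH 7 with compound, aggregation induced by 20 uM heparin for 6 hr at 37 C. ThT (30 uM) added for 1 hr, then Alexa 594 FP read.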
ALDH1A1 block – qHTS Assay for Inhibitors of Aldehyde Dehydrogenase 1 (ALDH1A1); Aldehyde dehydrogenase 1A1 (Homo sapiens), P00352; Purified ALDH1A1, NADH fluorescence, propionaldehyde substrate; Potency, µM (series often up to 75.3 µM), for inactives: top-dose activity, negative = inhibition, actives largely listed as inhibitors; AID 1030, 2008; 220,000 compounds, 7.3% hits; active means well fitted inhibition curve with a large enough effect, not every such curve was filed as active; inconclusive means small, poorly fitted or top-dose-only effect, or another doubt; inactive means no such curve, though single readings can be large or run the other way;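 further: plate controls were no enzyme wells and a reference inhibitor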
aGal spleen mod – qHTS Assay for Inhibitors and Activators of Human alpha-Galactosidase From Spleen Homogenate. human spleen homogenate, 4MU-alpha-Gal fluorescence, 40 min. Potency, µM (top dose mostly 80 µM), without a hit: at the highest dose activity change, negative = inhibition, usual class: inhibitors. 240,000 compounds, 0.008% hits. Alpha-galactosidase A (Homo sapiens), P06280;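 further: 0% = enzyme with vehicle and -100% = no enzyme basal signal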
Target sequence (P06280 32-429 limits assumed): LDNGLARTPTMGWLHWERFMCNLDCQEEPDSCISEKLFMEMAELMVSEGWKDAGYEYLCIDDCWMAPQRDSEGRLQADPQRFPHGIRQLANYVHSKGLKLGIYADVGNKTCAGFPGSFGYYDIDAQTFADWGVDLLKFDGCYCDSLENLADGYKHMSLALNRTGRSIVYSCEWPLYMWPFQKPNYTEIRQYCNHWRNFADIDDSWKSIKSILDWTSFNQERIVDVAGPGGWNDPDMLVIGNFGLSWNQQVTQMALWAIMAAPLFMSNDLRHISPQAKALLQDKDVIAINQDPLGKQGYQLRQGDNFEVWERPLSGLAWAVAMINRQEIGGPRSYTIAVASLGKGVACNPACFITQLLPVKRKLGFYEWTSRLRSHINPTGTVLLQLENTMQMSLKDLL
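Inhibition or activation of alpha-galactosidase in human spleen homogenate is scored by 4-MU fluorescence after 40 min at 37C, pH 5.0, with 1 mM substrate. AC50s come from concentration-response fitted to the Hill equation.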
TR SRC2 fluor cs – Total Fluorescence Counterscreen for Inhibitors of the Interaction of Thyroid Hormone Receptor and Steroid Receptor Coregulator 2. Potency, µM (top dose mostly 106 µM), for inactives: top-dose fluorescence change, negative = quenching. 280,000 compounds, 0.29% hits. AID 1479, 2009. TRb/SRC2 Texas Red total fluorescence interference; active means well fitted curve in either direction with a large enough effect; inconclusive means small, poorly fitted or top-dose-only effect
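Flags fluorescent or light-absorbing compounds by total fluorescence, S + 2P, at 555 nm excitation and 632 nm emission. Mixture: 20 nM Texas Red SRC2 peptide, 0.6 uM human TRb LBD, 1 uM T3, 5% DMSO; compound exposure 5 h at ambient temperature.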
L3MBTL1 inh – qHTS Assay for the Inhibitors of L3MBTL1; Lethal(3)malignant brain tumor-like protein 1 (Homo sapiens), Q9Y468; AlphaScreen L3MBTL1–H3K9me1 peptide binding; Potency, µM (highest dose often 57.1 µM), inactives show at the top dose activity, negative = inhibition, most hits filed as inhibitors; 230,000 compounds, 0.66% hits; AID 485360, 2010; further: nearly all actives have a fitted effect of over 60% in size
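AlphaScreen proximity signal between nickel-chelate acceptor and streptavidin donor beads (final 10 ug/mL) reports binding of 50 nM L3MBTL1 to 75 nM biotin-H3 K9me1 peptide; complex incubated with compounds 30 min at room temperature; cefsulodin titration as control.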
Tau fluor cs – Counterscreen qHTS for Inhibitors of Tau Fibril Formation, Fluorescence Polarization; 280,000 compounds, 0.93% hits; Potency, µM (titrated, usually from 57.7 µM), inactives show at the top dose activity change, negative = decrease; AID 1463, 2008; tau K18 P301L Alexa594 fluorescence, heparin fibrillization; further: nearly all actives have a fitted effect of over 55% in size
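Human tau K18 P301L (15 uM unlabeled, 0.24 uM Alexa 594-labeled) in 100 mM sodium acetate pH 7 with 20 uM heparin, 6 hr at 37 C. ThT 30 uM added, 1 hr ambient; Alexa 594 FP and total fluorescence read at 555/632 nm.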
* = called active by the depositor; ? = inconclusive; . = not tested or not shown; & = joins results of further samples; [ ] = another dose, or the depositor's remark. Unless noted, the call rests on the fitted dose curve; in most records, active means well fitted curve in the direction sought with a large enough effect; inconclusive means small, poorly fitted or top-dose-only effect, or another doubt; inactive means no such curve, though single readings can be large; an effect the other way counts as inactive or inconclusive. Unless noted, on the % scale 0 is the no-effect control and ±100 the full control effect; potency means the concentration at half of the fitted maximal effect.

molecule | Tau ThT inhib | TRb SRC2 PPI | Tau FP inhib | ALDH1A1 block | aGal spleen mod | TR SRC2 fluor cs | L3MBTL1 inh | Tau fluor cs
CCc1cccc(NC(=O)CSC2=Nc3ccccc3N=C(c3ccc(F)cc3)C2)c1 | -4% | -7% | -9% | . | . | ? | . | -15%
COc1ccc(NC(=O)CCCSc2nc(-c3ccco3)cc(C(F)(F)F)n2)cc1OC | -12%&-13% | 0%&0% | 9%&5% | 0% | -7% | 5%&-5% | -4% | ?
COCCCn1c(=S)[nH]c(C)c(C)c1=O | -12% | 1% | 2% | -5% | -5% | 0% | 50%[activator] | -10%
Cc1cc(C)cc(NC(=O)Cc2csc(C)n2)c1 | -3% | -2% | 6% | . | . | -2% | . | 0%
O=C(c1ccc(=O)[nH]c1)N(Cc1cccs1)C1(C(=O)NC2CCCC2)CCCCC1 | -13% | 1% | 3% | 4% | 5% | -1% | 1% | -5%
CCOc1ccccc1NC(=O)c1cc(C(=O)c2cc(OC)ccc2O)coc1=N | -9% | 3%[53 µM] | 5% | -13% | 4% | -1%[53 µM] | -3% | -18%
COc1ccc(NC(=O)CC2C(=O)NCCN2C(=O)c2ccc(N(C)C)cc2)cc1 (stereo not given) | -7% | -4% | -3% | . | 7% | -5% | -4% | -5%
CCOc1ccccc1NC(=O)N1CCc2c(sc(C)c2CC)C1c1ccccc1 (stereo not given) | -14% | -5% | 3% | . | . | -1% | . | -9%
Cc1cc(/C=N/n2cnnc2)c(C)n1-c1ccc(OCc2ccc(Cl)cc2Cl)cc1 | ? | -6% | 11% | ? | 2% | -5% | . | -28%
CC1Cc2nc(SCC(=O)NCc3ccco3)n(-c3ccccc3)c(=O)c2S1 (stereo not given) | -8% | 0% | -7% | ? | 7% | -2% | -5% | -6%
Cc1ccccc1OCCSc1nc2ccc(NC(=O)c3ccco3)cc2s1 | 8% | 7% | ? | . | . | 8% | . | ?
N#CCSc1nc2ccccc2o1 | -3% | 7% | 2% | . | 0% | 2% | 14% | -2%
CCOC(=O)Cc1cc(=O)n2[nH]c(C(C)(C)C)cc2n1 | -5% | 3% | -1% | . | 5% | 0% | 6% | -11%
O=C(O)/C(=N/NC(=O)c1ccc(Cl)cc1)c1ccccc1 | -10% | 1% | 4% | -10% | 0% | -5% | 9% | -4%
COc1ccc(CCNC(=O)COC(=O)c2ccc(N3CCCC3=O)cc2)cc1 | 1% | -2% | ? | -7% | -2% | -2% | . | 0%
C=CCn1cccc(C(=O)Nc2ccc(OC)cc2OC)c1=O | -11% | 0% | -2% | -3% | -2% | -8% | -9% | -9%
Cc1ccc(F)cc1NC(=O)CSc1nc(-c2cccs2)cc(C(F)(F)F)n1 | 16% | -1% | -17% | . | . | -1% | . | -1%
CC(=O)C1=C(O)CC(c2ccccc2)CC1=NCCc1c(C)[nH]c2ccccc12 (stereo not given) | -4% | 1% | 10% | 0% | 1% | -1% | -4% | -12%
Cc1cccnc1NC1OC(=O)c2ccccc21 (stereo not given) | -5% | -4% | 5% | 3% | -1% | 0% | . | -3%
CN1CCN(c2ccc(S(=O)(=O)N3CCCCC3)cc2NC(=O)c2ccc3ccccc3c2)CC1 | -5% | -4% | -10% | -9% | -2% | -4% | -23% | -16%
Cc1ccc(S(=O)(=O)N[C@H]2COC(=O)C/C=C\[C@@H](C)[C@H](NS(=O)(=O)c3ccc(C)cc3)COC(=O)[C@H](C)NC(=O)C/C=C\[C@H]2C)cc1 | ? | -4%[11.2 µM] | -2%[11.6 µM] | 3%[13.5 µM] | -3%[17.5 µM] | 2%[11.2 µM] | . | -9%[11.6 µM]
O=C(/C(=C/c1cccc(Cl)c1)c1nc2ccccc2[nH]1)c1ccccc1 | ? | -9% | ? | 5% | -8% | ? | 5% | -21%
CCC1(CC)C(=O)N(C)C(=O)NC1=Nc1ccccc1 | -4% | 4% | -8% | 12% | -6% | 3% | 2% | 0%
O=C(NCc1cccnc1)c1nn2cccnc2c1Cl | -14% | -5% | 2% | 4% | -9% | 0% | -3% | -4%
O=[N+]([O-])c1ccc(-c2cnc(SC(c3ccccc3)c3ccccc3)[nH]2)cc1 | ? | -8% | ? | ? | -4% | -2% | -26% | 4µM*[quencher]
O=C(CSc1nc2ccc(N3CCOCC3)cc2c(=O)n1CCc1ccccc1)NCC1CCCO1 (stereo not given) | ? | -5% | -2% | ? | 5% | -2% | . | ?
O=C(NCCNC(=O)c1cc(OCC(F)(F)F)ccc1OCC(F)(F)F)Nc1cccc(C(F)(F)F)c1 | -19% | 0% | 10µM* | -3% | 4% | 0% | 6% | ?
Nc1ccc(Oc2ccc(Br)cc2)cc1 | -16% | 0% | 9% | 9% | -5% | 7% | -18% | ?
Cn1c(CCN2CCN(c3ccc(F)cc3)CC2)nc2cc(NC(=O)c3ccco3)ccc21 | ? | -5% | 4% | 6% | -3% | -3% | -7% | -19%
CN(C)S(=O)(=O)c1cccc(NC(=O)COC(=O)CNC(=O)c2ccccc2F)c1 | -4% | 2% | -7% | . | 1% | -1% | 0% | -9%

Given with each value named: entries from further up
> CN(C)S(=O)(=O)c1cccc(NC(=O)COC(=O)CNC(=O)c2ccccc2F)c1
  Tau ThT inhib: -4%
  TRb SRC2 PPI: 2%
  Tau FP inhib: -7%
  ALDH1A1 block: .
  aGal spleen mod: 1%
  TR SRC2 fluor cs: -1%
  L3MBTL1 inh: 0%
  Tau fluor cs: -9%

> COc1ccc(CCNC(=O)COC(=O)c2ccc(N3CCCC3=O)cc2)cc1
  Tau ThT inhib: 1%
  TRb SRC2 PPI: -2%
  Tau FP inhib: ?
  ALDH1A1 block: -7%
  aGal spleen mod: -2%
  TR SRC2 fluor cs: -2%
  L3MBTL1 inh: .
  Tau fluor cs: 0%

> O=C(c1ccc(=O)[nH]c1)N(Cc1cccs1)C1(C(=O)NC2CCCC2)CCCCC1
  Tau ThT inhib: -13%
  TRb SRC2 PPI: 1%
  Tau FP inhib: 3%
  ALDH1A1 block: 4%
  aGal spleen mod: 5%
  TR SRC2 fluor cs: -1%
  L3MBTL1 inh: 1%
  Tau fluor cs: -5%

> O=C(/C(=C/c1cccc(Cl)c1)c1nc2ccccc2[nH]1)c1ccccc1
  Tau ThT inhib: ?
  TRb SRC2 PPI: -9%
  Tau FP inhib: ?
  ALDH1A1 block: 5%
  aGal spleen mod: -8%
  TR SRC2 fluor cs: ?
  L3MBTL1 inh: 5%
  Tau fluor cs: -21%

(list continues)
Order of results – Tau ThT inhib	TRb SRC2 PPI	Tau FP inhib	ALDH1A1 block	aGal spleen mod	TR SRC2 fluor cs	L3MBTL1 inh	Tau fluor cs
CC(=O)c1ccc(N2CCN(S(=O)(=O)c3cc4[nH]c(=O)c(=O)[nH]c4cc3C)CC2)cc1
 : ?	11%	-11%	.	.	-12%	0%	-10%
Nc1nc(-c2cccs2)cs1
 : -18%	4%	-1%	-9%[13.5 µM]	4%	1%	-1%	-15%
O=C(NCc1cccnc1)c1cccc2c1C(=O)N(C1CCCCC1)C2
 : -2%	0%	13%	0%	3%	-5%	-19%	3%
Cc1ncc([N+](=O)[O-])n1CC(=O)NCCc1ccccc1
 : 2%	-1%	8%	1%	-4%	2%	-7%	3%
Cc1ccc(NC(=O)C(SCC(=O)O)c2ccccc2)cc1C (stereo not given)
 : -10%	-2%	-3%	?	0%	1%	5%	-11%
Cc1ccc(CN2CCSc3ccc(C(=O)NCc4ccco4)cc32)cc1
 : -16%	-7%	6%	?	13%	1%	.	?
Cc1ccc(CNC(=O)COc2ccc3c(c2)CCC3)cc1
 : 2%	3%	-8%	7%	-24%	-3%	11%	-4%
O=[N+]([O-])c1cccc2c[nH]nc12
 : ?	-18%	-10%	-15%	-11%	?	.	-25%
CCc1sc(N(C(=O)Cc2ccccc2)c2ccc(F)cc2)nc1-c1ccccc1
 : -10%	-4%	-3%	-12%	5%	0%	.	-11%
CN1CCN(CCCNC(=O)c2cn(C3CCCCC3)c(=O)c3c2c2ccccc2n3C)CC1
 : 0%	7%	15%	?	19%	-1%	.	-5%
Cc1ccc(NC(=O)C2CCCN(c3ncnc4onc(C)c34)C2)c(Cl)c1 (stereo not given)
 : -6%	4%	-7%	.	.	0%	.	-12%
O=C(NC1CCS(=O)(=O)C1)c1cc(-c2ccccc2)nc2ccccc12 (stereo not given)
 : -2%	1%	2%	-11%	10%	-8%	.	-6%
COc1ccccc1CNC(=O)c1ccc(Br)o1
 : -20%[81.4 µM]	-7%&-7%	-12%[81.3 µM]	?	2%[119 µM]	-3%&0%	-2%	-19%[81.3 µM]
COC(=O)CS(=O)(=O)c1ccc2c(c1)CC(=O)N2
 : -18%	3%	4%	7%	2%	7%	8%	-5%
COc1cc(C(=O)Nc2ccc(NC(=O)c3ccc(C(C)(C)C)cc3)cc2)cc(OC)c1OC
 : -7%	-5%	?	.	.	-1%	.	?
O=C(Nc1ccc2c(c1)OCO2)NC1(C(F)(F)F)Oc2ccccc2O1
 : ?	10%	-3%	?	0%	-1%	.	?
Cc1ccc(S(=O)(=O)n2nc(-c3ccc(Cl)cc3)nc2NCc2ccccc2)cc1
 : -13%	-11%	?	.	.	1000µM*[quencher]	.	-32%

Screens from PubChem.
